# Mtb BioA inh = blocks M. tuberculosis BioA enzyme activity. purified M. tuberculosis BioA enzyme, plate reader. inhibition, % at 9.99 µM. actives 0.096% (n = 360,000). AID 602481; in the data active = inhibition above about 40%
# Starred values were filed as active, the others as inactive; & = joins results of further samples. An excerpt. The share of hits here may be higher or lower than overall.
SMILES,Mtb BioA inh
Cc1noc(C)c1S(=O)(=O)Nc1ccc2c(c1)CC(=O)N([C@H](C)CO)C[C@H](C)[C@H](CN(C)S(=O)(=O)c1ccccc1)O2,0.1
C[C@H](CO)N1C[C@H](C)[C@H](CN(C)S(=O)(=O)c2ccc(Cl)cc2)Oc2ccc(NC(=O)Cc3ccccc3)cc2CC1=O,1.6
COc1ccc(-c2cnc3c(c2)C(=O)N([C@H](C)CO)C[C@H](C)[C@H](CN(C)S(=O)(=O)c2cccs2)O3)cc1,4.3&2.4
O=C(c1cccnc1)N1C[C@@H]2[C@H](c3ccccc31)[C@H](CO)N2C(=O)CN1CCOCC1,-2.9
CN1c2ccc(-c3ccc(F)cc3)cc2[C@@H]2[C@@H](CCN2C(=O)Cc2ccccn2)[C@@H]1CO,6.0
C[C@H]1CN([C@@H](C)CO)S(=O)(=O)c2ccc(C#Cc3ccccn3)cc2O[C@H]1CN(C)Cc1ccccc1,-1.9
COCCNC(=O)C[C@@H]1CC[C@@H]2[C@@H](COc3ccc(NC(=O)C4CCOCC4)cc3C(=O)N2C)O1,-0.7
C[C@@H]1CN([C@H](C)CO)C(=O)c2cc(NC(=O)CCCN(C)C)ccc2O[C@@H](C)CCCCO[C@H]1CN(C)Cc1ccncc1,-2.9
COc1ccc(S(=O)(=O)N(C)C[C@@H]2OCCCC[C@@H](C)Oc3ccc(NC(=O)Nc4ccc(C(F)(F)F)cc4)cc3C(=O)N([C@@H](C)CO)C[C@@H]2C)cc1,-1.4
COc1ccc(S(=O)(=O)N[C@H]2C=C[C@@H](CC(=O)O)O[C@H]2CO)cc1,-2.2
OC[C@H]1[C@@H](c2ccc(Br)cc2)[C@@H]2CNCCCCN12,-0.2
CCNC(=O)Nc1ccc2c(c1)C(=O)N(C)[C@@H]1CC[C@H](CC(=O)NCc3cccc(F)c3)O[C@H]1CO2,1.1
O=C(C1CC1)N1[C@@H]2CNc3ccccc3[C@@H]2[C@@H]1CO,0.9
COCC#Cc1ccc2c(c1)O[C@@H](CN(C)C(=O)CN(C)C)[C@@H](C)CN([C@H](C)CO)S2(=O)=O,-3.1
O=C(CN1CCOCC1)NCC[C@H]1CC[C@H](NC(=O)Nc2ccc(F)cc2)[C@@H](CO)O1,4.1
CC(=O)NC[C@H]1[C@@H](c2ccc(C3=CCCCC3)cc2)[C@@H](CO)N1C(=O)NC(C)C,4.0
CN(C)CC#Cc1ccc([C@@H]2[C@@H](CO)N3CCCCN(C(=O)C4CC4)C[C@H]23)cc1,-0.2
CC(C)NC(=O)Nc1cccc2c1O[C@H](CN(C)C(=O)Nc1cccc3ccccc13)[C@@H](C)CN([C@@H](C)CO)C2=O,-0.9
CC(C)NC(=O)Nc1ccc2c(c1)C(=O)N([C@H](C)CO)C[C@H](C)[C@H](CN(C)Cc1ccncc1)OCCCC[C@@H](C)O2,-1.0
COc1ccccc1-c1cn(CC[C@@H]2CC[C@H](NC(=O)c3cnccn3)[C@@H](CO)O2)nn1,-0.3
CO[C@H]1CN(C)C(=O)c2ccc(NS(=O)(=O)c3c(C)noc3C)cc2OC[C@@H](C)NC[C@@H]1C,0.3
C[C@H](CO)N1C[C@H](C)[C@@H](CN(C)C(=O)Nc2cccc3ccccc23)Oc2c(NC(=O)c3ccncc3)cccc2C1=O,1.2
CNC[C@@H]1Oc2c(NS(=O)(=O)c3ccc(C)cc3)cccc2C(=O)N([C@H](C)CO)C[C@@H]1C,-1.7
CCCC#Cc1cnc2c(c1)C(=O)N([C@@H](C)CO)C[C@H](C)[C@@H](CN(C)C(=O)c1ccc(F)cc1)O2,1.3
Cc1ccc(S(=O)(=O)N(C)C[C@H]2Oc3c(NC(=O)C4CC4)cccc3C(=O)N([C@H](C)CO)C[C@H]2C)cc1,-1.8
C[C@@H]1CN([C@H](C)CO)C(=O)c2cc(C#CCc3ccccc3)cnc2O[C@@H]1CN(C)Cc1cccc(C(=O)O)c1,0.5
C[C@@H]1CCCCO[C@@H](CN(C)C(=O)Nc2ccc(F)cc2)[C@H](C)CN([C@@H](C)CO)C(=O)c2cc(NS(=O)(=O)c3ccccc3)ccc2O1,-0.1
O=C(Cc1ccccn1)N[C@@H]1CC[C@H](CCNC(=O)c2cc(Cl)cc(Cl)c2)O[C@H]1CO,0.2
COc1ccccc1NC(=O)N[C@H]1CC[C@H](CCn2cc(-c3ccccc3OC)nn2)O[C@H]1CO,-1.5
CN1C(=O)c2cc(NC(=O)c3cccc(F)c3)ccc2OC[C@H]2O[C@@H](CC(=O)NC3CCC3)CC[C@H]21,22&8.7
CN1CCN(C(=O)C[C@@H]2C[C@@H]3c4cc(NC(=O)c5ccc6c(c5)OCO6)ccc4O[C@@H]3[C@@H](CO)O2)CC1,-4.2
CNC(=O)C[C@H]1CC[C@@H]2[C@H](COc3ccc(NC(=O)c4cc(C)on4)cc3C(=O)N2C)O1,4.0
C[C@H](CO)N1C[C@H](C)[C@@H](CN(C)C(=O)CCCN(C)C)OCCCC[C@H](C)Oc2ccc(NC(=O)CCCN(C)C)cc2C1=O,1.4
O=C(CC1CC1)Nc1ccc2c(c1)[C@H]1C[C@H](CC(=O)N3CCCCC3)O[C@H](CO)[C@H]1O2,-1.0
CC(C)NC(=O)Nc1ccc2c(c1)C(=O)N([C@@H](C)CO)C[C@@H](C)[C@@H](CN(C)Cc1ccc(Oc3ccccc3)cc1)O2,-3.4
C[C@H](CO)N1C[C@H](C)[C@H](CN(C)S(=O)(=O)c2ccc(F)cc2)Oc2cc(-c3cccc(F)c3)ccc2S1(=O)=O,-0.3
CC(=O)NC[C@H]1[C@H](c2ccc(C3=CCCCC3)cc2)[C@@H](CO)N1C(=O)NC(C)C,-1.7
CCCNC(=O)[C@H]1[C@H](CO)[C@H]2Cn3c(ccc(C4=CCCCC4)c3=O)[C@@H]1N2,-0.8
Cc1ccc(S(=O)(=O)Nc2ccc3c(c2)C(=O)N([C@@H](C)CO)C[C@H](C)[C@H](CN(C)Cc2ccccc2)O3)cc1,1.6
O=C(NCC[C@H]1CC[C@H](NC(=O)c2cnccn2)[C@@H](CO)O1)Nc1ccc(Cl)cc1,-1.6
CC(=O)NC[C@H]1[C@@H](c2ccccc2)[C@@H](CO)N1C(=O)Cc1cccnc1,6.0
C[C@H]1CCCCO[C@H](CN(C)C(=O)Nc2cccc3ccccc23)[C@@H](C)CN([C@@H](C)CO)C(=O)c2cc(NC(=O)Nc3ccc(C(F)(F)F)cc3)ccc2O1,-0.4
CC(=O)N1[C@H](CO)[C@@H](c2ccccc2)[C@H]1CN(C)S(=O)(=O)c1ccccc1,5.6
COc1ccc(-c2ccc([C@H]3[C@@H](CO)N4CCCCN(C(=O)c5ccc6c(c5)OCO6)C[C@@H]34)cc2)cc1,4.0
CO[C@H](CN(C)S(=O)(=O)c1ccc(C)cc1)[C@H](C)CN(C(=O)Nc1ccccc1F)[C@H](C)CO,-2.7

# Ordered by SMILES length (rising): 11 of the compounds above
SMILES,Mtb BioA inh
OC[C@H]1[C@@H](c2ccc(Br)cc2)[C@@H]2CNCCCCN12,-0.2
COc1ccc(S(=O)(=O)N[C@H]2C=C[C@@H](CC(=O)O)O[C@H]2CO)cc1,-2.2
O=C(CN1CCOCC1)NCC[C@H]1CC[C@H](NC(=O)Nc2ccc(F)cc2)[C@@H](CO)O1,4.1
CN(C)CC#Cc1ccc([C@@H]2[C@@H](CO)N3CCCCN(C(=O)C4CC4)C[C@H]23)cc1,-0.2
O=C(CC1CC1)Nc1ccc2c(c1)[C@H]1C[C@H](CC(=O)N3CCCCC3)O[C@H](CO)[C@H]1O2,-1.0
CO[C@H]1CN(C)C(=O)c2ccc(NS(=O)(=O)c3c(C)noc3C)cc2OC[C@@H](C)NC[C@@H]1C,0.3
C[C@H]1CN([C@@H](C)CO)S(=O)(=O)c2ccc(C#Cc3ccccn3)cc2O[C@H]1CN(C)Cc1ccccc1,-1.9
CCNC(=O)Nc1ccc2c(c1)C(=O)N(C)[C@@H]1CC[C@H](CC(=O)NCc3cccc(F)c3)O[C@H]1CO2,1.1
Cc1ccc(S(=O)(=O)N(C)C[C@H]2Oc3c(NC(=O)C4CC4)cccc3C(=O)N([C@H](C)CO)C[C@H]2C)cc1,-1.8
C[C@H](CO)N1C[C@H](C)[C@@H](CN(C)C(=O)Nc2cccc3ccccc23)Oc2c(NC(=O)c3ccncc3)cccc2C1=O,1.2
C[C@H](CO)N1C[C@H](C)[C@@H](CN(C)C(=O)CCCN(C)C)OCCCC[C@H](C)Oc2ccc(NC(=O)CCCN(C)C)cc2C1=O,1.4

# The results go on.
SMILES,Mtb BioA inh
O=C(C[C@@H]1CC[C@H]2[C@@H](COC[C@@H](O)CN2C(=O)Nc2cc(Cl)cc(Cl)c2)O1)NCC1CC1,0.1
C[C@@H]1CCCCO[C@@H](CN(C)CC2CCCCC2)[C@H](C)CN([C@H](C)CO)C(=O)c2cc(NS(=O)(=O)c3cccs3)ccc2O1,0.5
CC=Cc1ccc2n(c1=O)C[C@H]1[C@H](CO)[C@@H](C(=O)NCC(F)(F)F)N(CC)[C@@H]21 (mixture of isomers),-1.0
C[C@@H]1CN([C@@H](C)CO)C(=O)Cc2cc(NC(=O)CCN3CCOCC3)ccc2O[C@@H]1CN(C)C(=O)Nc1ccccc1,-1.8
C=CCNC(=O)[C@H]1[C@@H]2C(=O)O[C@@H](c3ccccc3)[C@@H](c3ccccc3)N2[C@@H](c2ccccc2OCCO)[C@]12C(=O)N(C(=O)OCCOC)c1ccccc12,0.1
CCCC(=O)Nc1ccc2c(c1)OC[C@@H](C)N(C(=O)C1CCCC1)C[C@H](C)[C@@H](OC)CN(C)C2=O,-1.3
C[C@H](CO)N1C[C@H](C)[C@@H](CN(C)S(=O)(=O)c2ccccc2F)Oc2cc(-c3ccccc3)ccc2S1(=O)=O,-1.6
C[C@@H]1CN([C@H](C)CO)C(=O)c2cccc(NC(=O)Nc3ccc4c(c3)OCO4)c2O[C@@H]1CN(C)S(=O)(=O)c1ccc(Cl)cc1,-1.5
C[C@@H]1CN([C@@H](C)CO)C(=O)CCCn2cc(nn2)CO[C@@H]1CN(C)Cc1ccc2c(c1)OCCN2C,-0.5
CO[C@H]1CN(C)C(=O)c2cc(NC(=O)Cc3ccccc3)ccc2OC[C@@H](C)NC[C@H]1C,0.7
COc1ccc(NC(=O)N(C)C[C@@H]2Oc3c(NC(=O)C4CCCCC4)cccc3C(=O)N([C@H](C)CO)C[C@H]2C)cc1,-1.4
C[C@H]1CCCCO[C@H](CN(C)C(=O)Nc2cccc3ccccc23)[C@@H](C)CN([C@@H](C)CO)C(=O)c2cc(NC(=O)CCC(F)(F)F)ccc2O1,0.7
CN(C)C(=O)C[C@H]1CC[C@H]2[C@@H](COC[C@H](O)CN2Cc2nccs2)O1,-2.0
CNC(=O)C[C@@H]1CC[C@H]2[C@@H](COc3ccc(NC(=O)Nc4ccccc4OC)cc3C(=O)N2C)O1,-0.8
C[C@H](CO)N1C[C@H](C)[C@@H](CN(C)C(=O)CCCN(C)C)OCCCC[C@H](C)Oc2ccc(NC(=O)Nc3ccc4c(c3)OCO4)cc2C1=O,-3.1
Cc1ccccc1-c1ccc2c(c1)O[C@@H](CN(C)C(=O)C1CC1)[C@@H](C)CN([C@@H](C)CO)S2(=O)=O,6.1
C[C@H]1CN([C@@H](C)CO)C(=O)c2cc(NS(=O)(=O)c3cccs3)ccc2O[C@@H]1CN(C)C(=O)NC1CCCCC1,0.0
COc1ccccc1-c1cn(CC[C@H]2CC[C@@H](NC(=O)NC(C)C)[C@@H](CO)O2)nn1,1.9
C[C@H](CO)N1C[C@H](C)[C@@H](CN(C)CC2CCCC2)Oc2cc(C3=CCCCC3)ccc2S1(=O)=O,-3.2
Cc1ccc(S(=O)(=O)N(C)C[C@@H]2Oc3c(NC(=O)c4ccc(-c5nccs5)cc4)cccc3C(=O)N([C@H](C)CO)C[C@@H]2C)cc1,1.5
C[C@H]1CN([C@@H](C)CO)C(=O)c2cccc(NC(=O)Nc3ccccc3)c2O[C@H]1CN(C)Cc1ccc(C(F)(F)F)cc1,1.0
COC(=O)c1c2oc(c1C(=O)OC)C(=O)N[C@H](Cc1ccccc1)Cn1cc(nn1)[C@@H](Cc1ccccc1)NC(=O)N[C@@H](CO)CC2,1.9
COc1ccc(C#Cc2ccc3c(c2)O[C@@H](CN(C)C(C)=O)[C@@H](C)CN([C@@H](C)CO)S3(=O)=O)cc1,-0.6
C[C@H](CO)N1C[C@H](C)[C@H](CN(C)Cc2ccc(Cl)c(Cl)c2)Oc2ccc(NC(=O)Nc3cccc4ccccc34)cc2CC1=O,2.1
CO[C@@H]1CN(C)C(=O)c2ccc(NC(C)=O)cc2OC[C@H](C)N(C(=O)CN(C)C)C[C@@H]1C,-5.3
COc1ccc(CN(C)C[C@H]2OCCCC[C@@H](C)Oc3ccc(NC(=O)NC(C)C)cc3C(=O)N([C@H](C)CO)C[C@H]2C)cc1,2.0
C[C@@H]1CN([C@H](C)CO)C(=O)c2cc(NC(=O)CCCN(C)C)ccc2O[C@@H](C)CCCCO[C@@H]1CN(C)CC1CCCCC1,-0.8
C[C@H]1CN([C@@H](C)CO)C(=O)c2cc(NS(=O)(=O)c3cccs3)ccc2O[C@@H]1CN(C)Cc1ccc(C(F)(F)F)cc1,-0.2
C[C@@H]1CN([C@@H](C)CO)C(=O)c2cc(NC(=O)CCCN(C)C)ccc2O[C@@H](C)CCCCO[C@@H]1CN(C)CC1CCCCC1,0.1
Cc1ccc(S(=O)(=O)Nc2ccc3c(c2)C(=O)N([C@@H](C)CO)C[C@H](C)[C@@H](CN(C)C(=O)Nc2cccc4ccccc24)OCCCC[C@H](C)O3)cc1,-3.0
CCCNC(=O)N1C[C@H](C)[C@H](OC)CN(C)C(=O)c2cc(NC(=O)CC)ccc2OC[C@H]1C,0.7
CCC(=O)Nc1ccc2c(c1)C(=O)N(C)C[C@@H](OC)[C@@H](C)CN(C(=O)c1cnccn1)[C@H](C)CO2,2.1
C[C@H](CO)N1C[C@H](C)[C@@H](CN(C)C(=O)NC2CCCCC2)Oc2ccc(NS(=O)(=O)c3ccc(F)cc3)cc2CC1=O,-1.4
C[C@@H]1CCCCO[C@H](CN(C)C(=O)CCC(F)(F)F)[C@H](C)CN([C@H](C)CO)C(=O)c2cc(NS(=O)(=O)c3cn(C)cn3)ccc2O1,-2.2
CO[C@@H]1CN(C)C(=O)c2cc(NC(=O)NC(C)C)ccc2OC[C@@H](C)N(S(C)(=O)=O)C[C@H]1C,0.0

# Source: PubChem BioAssay
